Compound activity (PubChem)
TRHR ag – qHTS for Small Molecule Agonists and Allosteric Enhancers of Human TRH Receptor: Primary Screen for Agonists | 0.18% of 360,000 active | activation, % at 2 µM | TRHR cells, calcium flux fluo-8, FDSS agonist mode; in the data active = activation above about 30%; note: 0% is about no effect
Target sequence (P34981 whole entry, looked up): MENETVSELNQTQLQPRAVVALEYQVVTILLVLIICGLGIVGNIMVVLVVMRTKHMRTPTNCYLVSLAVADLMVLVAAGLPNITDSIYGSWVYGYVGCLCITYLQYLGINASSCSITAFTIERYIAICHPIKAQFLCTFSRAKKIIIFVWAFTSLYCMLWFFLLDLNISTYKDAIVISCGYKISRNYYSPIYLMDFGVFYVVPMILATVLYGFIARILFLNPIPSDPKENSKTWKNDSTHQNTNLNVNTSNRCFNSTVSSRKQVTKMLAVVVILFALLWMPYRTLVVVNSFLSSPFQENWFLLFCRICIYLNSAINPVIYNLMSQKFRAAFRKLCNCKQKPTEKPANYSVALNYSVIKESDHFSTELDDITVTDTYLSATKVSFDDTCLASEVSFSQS
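Fluo-8-loaded TRHR cells; 10 s baseline, compound added, kinetic Ca2+ fluorescence read 1/s, agonist mode.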
D1 agonist – Allosteric Agonists of the Human D1 Dopamine Receptor: qHTS; 1% of 360,000 active; AID 504660, 2011; D(1A) dopamine receptor (Homo sapiens), P21728; activation, % at 2 µM; HEK293 T-REx D1 cells, calcium flux, agonist mode; in the data active = activation above about 30%; note: 0% is about no effect
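Agonism was scored from calcium flux recorded over 180 s (1 read/s) after pintool compound addition, following a 10-cycle baseline. Cells were inducible force-coupled HEK293 TREx D1, plated overnight at 30 C and loaded with no-wash calcium dye.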
D1 antag – Antagonist of Human D 1 Dopamine Receptor: qHTS. D(1A) dopamine receptor (Homo sapiens), P21728. HEK293 TREx D1 cells, calcium flux, dopamine EC80; active compounds read low. AID 504652, 2011. activity change, negative = inhibition, % at 10 µM. 3.2% of 360,000 active; in the data active = activity change below about -30%; note: % is set by controls: 0 for no effect and ±100 for the full control effect
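Tetracycline-induced HEK293 Trex D1 cells, force-coupled to calcium, dye-loaded; compounds added and read 180 s, then EC80 dopamine added and calcium flux tracked kinetically another 180 s.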
Anesthetic bind – qHTS Assay for Identification of Novel General Anesthetics | AID 485281, 2010 | 0.074% of 350,000 active | Ferritin light chain (Equus caballus), P02791 | apoferritin/1-aminoanthracene competitive binding, fluorescence | Potency, µM (series often up to 77.5 µM), inactives show top-dose activity change, negative = displacement, actives largely listed as inhibitors; note: potency is the fitted concentration of half-maximal effect; % is set by controls: 0 for no effect and ±100 for the full control effect; nearly all actives have a fitted effect of over 20% in size
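Read-out: endpoint 1-AMA fluorescence, excitation 380 nm and emission 535 nm, after compounds sit 10 min at room temperature with 10 uM horse-spleen apoferritin in 50% saturated 1-AMA/PBS. Values come from four-parameter Hill fits.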
TRHR enhancer – qHTS for Small Molecule Agonists and Allosteric Enhancers of Human TRH Receptor: Primary Screen for Enhancers. Thyrotropin-releasing hormone receptor (Homo sapiens), P34981. TRHR cells, fluo-8 calcium fluorescence, EC20 TRH enhancement. enhancement, % at 2 µM. 0.66% of 360,000 active. AID 493056, 2011; in the data active = enhancement above about 30%; note: 0% is about no effect
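Enhancer read-out: after compound pinning and an initial kinetic agonist-mode read, an EC20 of TRH (10 nM final) was injected and fluo-8 calcium signal (Ex 480/Em 530) followed at 1 s/cycle for 100 cycles in TRHR-expressing cells.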
RXFP1 antagonist – qHTS Assay for Antagonists of the Relaxin Receptor RXFP1. 0.59% of 350,000 active. activity change, negative = inhibition, % at 57.5 µM. HEK293-RXFP1, relaxin-stimulated cAMP HTRF, 30 min; active compounds read low;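 active = activity change of -60% or lower, but not beyond a set lower limit; inconclusive = change between -60% and -40%, or beyond the set limit; inactive = change above -40%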; note: % is set by controls: 0 for no effect and ±100 for the full control effect
D1 PAM – Potentiators of Human D1 Dopamine Receptor: qHTS. D(1A) dopamine receptor (Homo sapiens), P21728. HEK293 TREx D1 cells, calcium flux, dopamine EC20 potentiation. potentiation, % at 10 µM. 0.036% of 360,000 active; in the data active = potentiation above about 30%; note: 0% is about no effect
RXFP1 ag – qHTS Assay for Agonists of the Relaxin Receptor RXFP1; Relaxin receptor 1 (Homo sapiens), Q9HBX9; HEK293T-RXFP1 cAMP TR-FRET, 30 min; response scale: percent of porcine relaxin response, buffer zero; Potency, µM (titrated, usually from 57.5 µM), for inactives: at the highest dose activation, hits mostly activators; 0.3% of 370,000 active; note: potency is the fitted concentration of half-maximal effect; % is set by controls: 0 for no effect and ±100 for the full control effect; nearly all actives have a fitted effect of over 60% in size; many of its hits are not listed in these tables
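HEK293T cells stably expressing RXFP1 were pretreated with the PDE4 inhibitor Ro 20174, exposed to compounds for 30 min at 37C, lysed, and cAMP was read by TR-FRET. Data normalized to buffer (basal) and 29 nM porcine relaxin (100%).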
D2 potentiator – HTS Assay for Positive Allosteric Modulators of the Human D2 Dopamine Receptor: Primary Screen for Potentiators. potentiation, % at 10 µM. 0.34% of 340,000 active. AID 485347, 2010. D(2) dopamine receptor (Homo sapiens), P14416. HEK293 T-REx D2, calcium flux, EC20 dopamine potentiation;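 active = potentiation over 3 SD above the plate norm, cut at about 30% in these data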; note: 0% is about no effect
Target sequence (P14416 whole entry, looked up): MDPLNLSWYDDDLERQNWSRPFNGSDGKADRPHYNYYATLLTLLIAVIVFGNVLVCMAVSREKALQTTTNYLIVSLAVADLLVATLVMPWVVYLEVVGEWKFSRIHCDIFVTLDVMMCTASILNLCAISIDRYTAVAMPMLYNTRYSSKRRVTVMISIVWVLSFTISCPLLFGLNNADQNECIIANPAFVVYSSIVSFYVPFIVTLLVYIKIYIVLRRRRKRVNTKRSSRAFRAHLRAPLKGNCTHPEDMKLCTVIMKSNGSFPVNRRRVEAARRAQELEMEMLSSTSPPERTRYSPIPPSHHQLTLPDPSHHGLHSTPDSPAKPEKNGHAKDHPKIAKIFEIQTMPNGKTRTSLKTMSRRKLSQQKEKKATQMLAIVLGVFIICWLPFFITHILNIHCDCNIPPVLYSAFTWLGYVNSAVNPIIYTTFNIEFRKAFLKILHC
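Cells plated with tetracycline inducer and held overnight at 30 C; calcium dye loaded 30–90 min at room temperature; baseline taken, compound added and read 180 s; EC20 dopamine then added and read 180 s.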
* marks the source's active call; other numbers are inactive results; ? = inconclusive; nt = not tested or not shown; & = joins results of further samples; [ ] = remark or other dose. Unless noted, calls come from the whole dose curve; as a rule, active = well fitted curve in the direction sought with a large enough effect; inconclusive = small, poorly fitted or top-dose-only effect, or another doubt; inactive = no such curve, though single readings can be large; an effect the other way counts as inactive or inconclusive. This is a subset; the hit share may differ from the screen's.

SMILES	TRHR ag	D1 agonist	D1 antag	Anesthetic bind	TRHR enhancer	RXFP1 antagonist	D1 PAM	RXFP1 ag	D2 potentiator
Cc1ccc(S(=O)(=O)c2ccc(Cl)cc2)cc1S(=O)(=O)NC(C(=O)O)C(C)C (centres undefined)	0.2	0	15	-14%	2	0	3	3.1%	10
Cc1cc(N2CCN(C)CC2)nc2ccc(NC(=O)CCC(=O)NCCC(C)C)cc12	-0.4	2	-12	-12%	-4	4	-9	-0.1%	nt
S=C(NCCC(c1ccccc1)c1ccccc1)Nc1ccc(Cl)cc1	0.2	4	-14	46%[activator]	-5	-14	-5	-1.9%	7
CCOc1ccccc1CNC(=O)CCc1cn(CC)c2ccccc12	-0.6	1	-4	4%	2	-6	6	0.7%	1
CN(C)CC(C)(C)CNCc1cc(=O)oc2ccc3ccccc3c12	-0.6	3	1	-1%	-5	3	1	0.0%	-3
Cc1ccc(S(=O)(=O)/N=C2/NC(=O)/C(=C/c3ccccc3)S2)cc1	-0.9	2	-4	-22%	1	-31	0	1.8%	2
COC(=O)C1C(=O)C2=C(CC1C)Nc1ccccc1NC2c1cccs1 (centres undefined)	0.2	2	-15	0%	-10	-16	-10	0.4%	4
CCCN1Cc2cccc(C(=O)N3CCN(c4ccc(OC)cc4)CC3)c2C1=O	0.0	3	11	-2%	8	-5	-1	-2.6%	nt
Cc1coc2c(C)c3oc(=O)c(CC(=O)N[C@@H](CC(C)C)C(=O)O)c(C)c3cc12	2.6	5	4	1%	9	6	14	5.6%	10
CCCn1cnc2c(c1=O)c1nc3ccccc3nc1n2Cc1ccccc1OC	0.2	3	15	-9%	-3	nt	4	-0.5%	3
CCCC(=O)NC(=S)Nc1cccc(NC(=O)c2ccccc2Cl)c1	0.4	5	-2	-17%	-4	21	-7	4.6%	2
COc1ccc(S(=O)(=O)NC2(C(F)(F)F)N=C3SCCN3C2=O)cc1 (centres undefined)	-0.3	3	-3	-9%	-2	-4	0	0.7%	-13
COc1ccc(CCNC(=O)CCC(=O)n2ncc3cc(C)ccc32)cc1OC	0.1	5	9	-19%	2	10	-9	0.8%	10
N#CC1=C(N)OC2=C(C(=O)CCC2)C1c1ccccc1 (centres undefined)	-0.4	1	-4	7%	2	8	-5	1.2%	20
CC(=O)N1CCc2cc(Br)cc(S(=O)(=O)CCC(=O)NCc3ccc(F)cc3)c21	-0.2	6	-8	-10%	-2	nt	2	1.4%	1

Next section; the last 7 above are carried over.
SMILES	TRHR ag	D1 agonist	D1 antag	Anesthetic bind	TRHR enhancer	RXFP1 antagonist	D1 PAM	RXFP1 ag	D2 potentiator
Cc1coc2c(C)c3oc(=O)c(CC(=O)N[C@@H](CC(C)C)C(=O)O)c(C)c3cc12	2.6	5	4	1%	9	6	14	5.6%	10
CCCn1cnc2c(c1=O)c1nc3ccccc3nc1n2Cc1ccccc1OC	0.2	3	15	-9%	-3	nt	4	-0.5%	3
CCCC(=O)NC(=S)Nc1cccc(NC(=O)c2ccccc2Cl)c1	0.4	5	-2	-17%	-4	21	-7	4.6%	2
COc1ccc(S(=O)(=O)NC2(C(F)(F)F)N=C3SCCN3C2=O)cc1 (centres undefined)	-0.3	3	-3	-9%	-2	-4	0	0.7%	-13
COc1ccc(CCNC(=O)CCC(=O)n2ncc3cc(C)ccc32)cc1OC	0.1	5	9	-19%	2	10	-9	0.8%	10
N#CC1=C(N)OC2=C(C(=O)CCC2)C1c1ccccc1 (centres undefined)	-0.4	1	-4	7%	2	8	-5	1.2%	20
CC(=O)N1CCc2cc(Br)cc(S(=O)(=O)CCC(=O)NCc3ccc(F)cc3)c21	-0.2	6	-8	-10%	-2	nt	2	1.4%	1
CCN(CC)CCN1CCn2c3c(c4cc(C)ccc42)CCCC31 (centres undefined)	2.6	8	-6	58%[activator]	1	-7	-4	0.6%	3
COc1ccc(Cl)cc1NC(=O)CCCn1c(=O)c2cccn2c2cccnc21	-1.7	0	-9	-7%	-11	5&-8	-2	1.4%	3
CN(C(=O)CSc1cn(CC(=O)N2CCCCCC2)c2ccccc12)c1ccccc1	0.2	2	0	?	-1	-10	1	0.4%	4
Cn1c(N)c(C(=O)COC(=O)c2ccc(Cl)c(S(=O)(=O)N3CCCCC3)c2)c(=O)n(C)c1=O	0.0	9	-6	-8%	0	nt	1	1.0%	19
CC(=O)c1ccc(S(=O)(=O)NCCC(=O)NC(C)c2ccncc2)cc1 (centres undefined)	-0.3	0	-1	nt	1	4	1	2.6%	-6
O=C(Nc1ccc(Cl)cc1)OCCn1nnnc1C(c1ccccc1)N1CCOCC1 (centres undefined)	0.7	1	-16	-7%	-1	0	-3	-0.7%	-6
Cn1c(N)c(C(=O)COC(=O)COc2ccccc2Cl)c(=O)n(C)c1=O	-1.7	3	-1	nt	20	0	1	-0.3%	9
Cc1onc(-c2ccccc2Cl)c1C(=O)NCc1ccc(F)cc1	-0.9	-1	3	-7%	-2	2	3	1.4%	-4
Cc1ccc(N(CCC(=O)O)S(=O)(=O)c2ccccc2)cc1	0.5	0	-9	-11%	1	-6	7	-1.3%	6
CCCOc1ccc(C(=O)N/N=C/c2c[nH]c3ccc(Br)cc23)cc1	1.1	2	-21	5%	-4	4	-3	0.9%	17
Cc1ccc(NC(=O)CCC(=O)N2CCC(c3ccccc3)=N2)cc1S(=O)(=O)N1CCCCC1	0.7	1	0	nt	1	-10	4	0.6%	12
Cc1ccc(NC(=O)CCN2C(=O)c3ccccc3S2(=O)=O)cc1F	-0.4	1	-6	nt	-4	-5	3	1.3%	-9
COc1ccc(-c2[nH]ncc2/C=N\NS(=O)(=O)c2ccc(Cl)cc2)cc1	0.1	3	-42*	-21%	1	0	-5	0.6%	0
CC(C)NC(NC(=O)Cc1ccccc1)C(Cl)(Cl)Cl (centres undefined)	-1.0	1	7	-14%	-3	-21	-9	0.9%	4
O=C(COc1ccccc1)NC1CC(=O)N(c2ccc3c(c2)OCCO3)C1 (centres undefined)	-0.2	1	nt	-7%	-2	nt	-1	-0.2%	-7
CC(=O)c1cccc(N(C(=O)c2ccco2)C(C(=O)NC2CCCC2)c2ccc(N3CCOCC3)cc2)c1 (centres undefined)	0.8	2	-8	-1%	5	5	-9	-0.4%	-1
Cc1cc(C)c(OCCCNCc2ccccc2)c(Br)c1	0.9	37*	0	-22%	-1	-15	-1	1.0%	11
COc1ccc(OCCC(=O)NCC23CC4CC(CC(C4)C2)C3)cc1	0.9	0	-9	?	-5	-7	-4	-0.3%	0
CC(=O)c1cccc(OCc2cc(C(=O)N(C)CCC3CCOCC3)no2)c1	-0.1	4	-2	8%	3	-21	-3	4.3%	7
Cc1ccc(SCC(=O)Nc2ccc3oc(-c4ccccc4C)nc3c2)cc1	0.3	1	-11	-8%	4	-9	0	2.9%	3
CN(C)C(=O)N1CCN(S(=O)(=O)c2ccc3ccccc3c2)CC1	-0.2	5	3	-19%	-9	-16	-3	-0.9%	nt
Cc1ccc(C(=O)NC(=O)CSc2nnc(C)s2)cc1	0.1	2	1	-7%	25	1	-2	3.0%	4
Cc1cc(C)n2c(SC(C)C(=O)NC3(C#N)CCCCC3)nnc2n1 (centres undefined)	0.8	3	-12	nt	7	-8	1	13%	0
COc1ccc(-c2nnn(CC(=O)N(CCCN3CCOCC3)C(C(=O)NC3CCCC3)c3ccc(C)o3)n2)cc1 (centres undefined)	-0.6	10	2	-4%	13	2	10	1.1%	-11
CCC(Sc1nc(-c2ccc(F)cc2)nc2c1Cc1c(CO)cnc(C)c1O2)C(=O)Nc1ccc(F)cc1 (centres undefined)	0.3	-1	-7	-8%	5	-7	1	11%	1
COC(=O)CC(NC(=O)c1ccco1)c1cccc2ccccc12 (centres undefined)	0.0	0	-17	-11%	-6	0	2	-0.8%	10
N#Cc1c(N)[nH]c(=S)c(C#N)c1-c1ccccc1	0.7	5	1	-20%	1	34	-2	30%	-3
COc1cccc(CNC(=O)c2cc3c(cc2Cl)N2CCCCCC2=NS3(=O)=O)c1	-0.2	4	-4	nt	-2	-2	1	0.4%	1
Cc1ccc(NC(=O)CC2Nc3ccccc3NC2=O)cc1C (centres undefined)	-0.2	2	-11	-17%	3	nt	0	-1.0%	nt
CCOC(=O)C1=C(C)C(c2ccccc2O)NC(=O)N1 (centres undefined)	-1.3	0	nt	-14%	-1	-5	-3	0.4%	9
CC(=O)Nc1ccc(C(=O)/C=C/c2ccc[nH]2)cc1	2.1	4	-9	4%	2	-12	2	-0.9%	8
